Cneo AK release: Cryptococcus neoformans lysis via adenylate kinase release | hit rate 0.2% among 360,000 | C. neoformans lysis, adenylate kinase release luminescence, 4 h; normalised: neutral wells 0, clomiphene wells 100 | lysis activity, % at 15 µM;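 active means mean lysis activity across replicates of at least 80%, whatever share of replicates individually reach that level; inactive means mean lysis activity below 80%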
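read-out = cell lysis signal | test system = log-phase Cryptococcus neoformans yeast cells | input = cells at 5 × 10^6 per mL | medium = fresh YPD growth medium | signal = luminescent adenylate kinase detection reagent | timing = 4 h at 37 °C static, read 1 h later | dosing = single dose | controls = Clomiphene as positive lysis control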
PglD inh: inhibitors of Campylobacter jejuni PglD acetyltransferase; AID 602405; hit rate 0.098% among 360,000; purified PglD enzyme, DTNB colorimetric CoA detection; inhibition, % at 12.5 µM; in the data active means inhibition above about 16%, passing the limit was not always enough; further: strong numbers were not always called active
INS-1E GSIS act: primary screen for activators of insulin secretion dependent on glucose, INS-1E cells, GLuc reporter luminescence | INS-1E GLuc reporter insulin secretion, 2-3 h | activation, % at 16.6 µM | hit rate 0.61% among 370,000;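 active means lowest replicate activation of at least 40%, so every replicate reaches that level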;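 further: 0% = median of neutral control wells and 100% = median of IBMX positive control wells; some compounds called inactive have numbers as strong as hits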
miR-122 sensor: miR-122 inhibition in Huh7 cells. Huh7 miR-122 Renilla luciferase sensor, 48 h; neutral wells = 0, positive control = 100. activation (reporter increase), % at 12.5 µM. hit rate 0.3% among 340,000;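 active means mean replicate activation score at least 90 and every replicate individually at or above 90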;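 further: higher luciferase means less miR-122 activity so hits act as miR-122 inhibitors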
C2C12 statin: suppression of simvastatin myotoxicity; hit rate 0.78% among 330,000; AID 602340; C2C12 myotubes + simvastatin, ATP luminescence, 48 h; scaled: DMSO 0, geranylgeraniol control 100; rescue of ATP level, % at 7.49 µM;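 active means mean ATP rescue above about 67%, or every replicate alone reaching that limit, limit read from the data, passing the limit was not always enough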;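 further: myotubes were challenged with 10 µM simvastatin during compound exposure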
FN deposit inh: fibronectin deposition inhibition | inhibition, % at 12.6 µM | AH1F fibroblasts, Alexa488-fibronectin deposition fluorescence, overnight | hit rate 0.086% among 350,000;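 active means mean inhibition across replicates of 30% or more, regardless of how many single replicates reach that level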;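 further: positive control wells lacked labelled fibronectin entirely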
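Assay system: AH1F fibroblast monolayer, labelled fibronectin deposition. Amount: 10000 cells per well. Also added: labelled fibronectin 24 nM. Compound: single-point pinned compound. Incubation: cell attachment 1 h, compound and FN exposure overnight. Detection: fluorescence after three HBSS washes, excitation 485 nm, emission 525 nm. Read-out: inhibition of fibronectin deposition signal.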
PGC1a acetyl inh: lowers PGC1a acetylation signal in U2OS cells | hit rate 0.17% among 350,000 | AID 651687 | AlphaScreen anti-acetyl-lysine; with virally co-expressed GCN5 acetyltransferase | inhibition, % at 15.6 µM;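 active means every replicate shows inhibition of at least 40%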;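 further: 0% = neutral control wells and 100% = positive control wells; some results beyond the cut were filed as inactive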
CFTR F508del cor: correctors of CFTR F508del function in bronchial epithelial cells; AID 720511; CFBE cells, YFP halide quenching; stimulated with forskolin plus potentiator P3; % fluorescence drop versus neutral controls; hit rate 0.36% among 350,000; activity (quench increase), % at 7.58 µM;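 active means mean added fluorescence quench of at least 8% versus neutral control, with both replicates also reaching 8%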;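 further: cells transiently co-express mutant CFTR-F508del with the halide-sensitive YFP; corrector assay measuring rescue of mutant channel to the surface after 24 h compound exposure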
Active calls of the source: *; nt = no result given; [ ] = another dose, or the depositor's remark. An unsorted share of the library. Share with any hit: about 2.1%.

SMILES	Cneo AK release	PglD inh	INS-1E GSIS act	miR-122 sensor	C2C12 statin	FN deposit inh	PGC1a acetyl inh	CFTR F508del cor
O=C(N/C(=C\c1ccccc1)C(=O)N1CCCCCC1)c1ccccc1	nt	nt	-43	nt	nt	-2	-10	1.5
COc1ccc(-c2ccc3oc(-c4ccc(OC)cc4)c(C#CC4(O)CCCCC4)c3c2)cc1	-2	-7	1	8	23	-4	9	2.5
CN(C)CC(=O)N1[C@@H]2Cn3c(ccc(C4=CCCC4)c3=O)[C@H]1[C@@H](C(=O)NCC1CCCCC1)[C@@H]2CO	2	4	6	-1[16.7 µM]	-29	nt	nt	1.6
COc1ccc(S(=O)(=O)Nc2ccc3c(c2)CC(=O)N([C@H](C)CO)C[C@@H](C)[C@H](CN(C)S(=O)(=O)c2c(C)noc2C)O3)cc1	-1	-1	6	2[16.7 µM]	13	2	3	-0.4
C=C1N(c2ccc(Cl)cc2)C(=O)OC1(C)C	1	2	nt	0	10	-4	2	nt
Cc1nc2nc[nH]n2c(=O)c1CCC(C)C	2	-2	nt	30	4	5	-1	nt
Cn1c(SCC(=O)NNC(=S)Nc2ccccc2)nnc1-c1ccccc1	-4	3	-3	-24	4	2	1	3.2
COc1cc(OC)cc(C(=O)Nc2ccc(Nc3ccccc3)cc2)c1	-1	-1	14	5	-10	3	3	2.9
C[C@H](CO)N1C[C@H](C)[C@@H](CN(C)C(=O)c2cnccn2)Oc2ncc(C#Cc3ccccn3)cc2C1=O	0	-9	11	5[16.7 µM]	28	nt	2	-0.7
COc1cc(OC)c(C2N(c3ccccn3)C(=O)C3CCCN32)cc1OC (stereo not drawn)	0	0	nt	-5	3	3	17	nt
CCOC(=O)c1cccc(NC(=O)CNS(=O)(=O)c2cccs2)c1	10	-3	nt	-2	12	11	7	nt
Cc1ccccc1C(=O)Nc1ccc(S(=O)(=O)Nc2onc(C)c2C)cc1	-4	-2	10	1	0	0	7	-3.0
COC(=O)c1ccc(OCCOc2ccc(C(=O)OC)cc2)cc1	0	-2	nt	1	-4	1	2	nt
O=C(Cc1ccc(Cl)c(Cl)c1)Nc1cccnc1	0	-3	11	7	33	1	0	-0.2
COc1ccccc1Cn1c(=S)[nH]c2cc(C(=O)N3CCCC(C)C3)ccc2c1=O (stereo not drawn)	2	-1	nt	-6	-11	nt	-23	3.3
CCc1noc(C)c1C(=O)Nc1nnc(CC(C)C)s1	1	-3	-3	nt	6	1	nt	3.2
Cc1cc(C(=O)Nc2ccc3c(c2)C(=O)N(C)[C@@H]2CC[C@H](CC(=O)N[C@@H](C)c4ccccc4)O[C@H]2CO3)no1	9	-3	-5	-42[16.7 µM]	2	-3	4	1.0
O=C(CCl)N(c1ccc(Cl)cc1)c1c[nH]c2ccccc12	nt	1	-18	-24	28	4	-13	nt
CCN(CC)C(=O)c1cn(C)c(=O)c2cc(OC)c(OC)cc12	-1	-1	nt	-3	-7	-5	-39	nt
O=C(Nc1nonc1-c1ccc(Cl)cc1)c1ccco1	-1	2	24	-1	19	14	5	-1.5
C[C@@H]1CN([C@H](C)CO)C(=O)c2cc(NC(=O)CCCN(C)C)ccc2O[C@@H](C)CCCCO[C@@H]1CN(C)S(=O)(=O)c1ccccc1	-3	2	18	6[16.7 µM]	nt	-11	-10	-2.2
O=C(C[C@@H]1C=C[C@H](NC(=O)Nc2ccc(C(F)(F)F)cc2)[C@H](CO)O1)NCc1cccc(F)c1	nt	nt	-26	4[16.7 µM]	19	nt	11	-2.1
COc1ccc(-c2nc3c([nH]2)c(=O)n(C)c(=O)n3C)c(OC)c1	-2	3	nt	3	-3	nt	6	nt
Cc1cc(C)c(S(=O)(=O)Nc2ccc(-c3cn4ccccc4n3)cc2)c(C)c1	1	5	nt	50	-6	nt	-8	nt
CC(C)(C)Cc1c(C2CCCCC2)nc2ccc(Cl)cn12	5	-1	-28	-4	-2	1	-11	1.6
Cc1ccc2c(c1)[C@H]1[C@H](CO2)[C@H](c2ccccc2)[C@]2(C)C(=O)Nc3cc(F)ccc3C(=O)N12	23	-5	-23	nt	-20	-1	nt	0.6
Cc1cccc(S(=O)(=O)N2C[C@H](O)COC[C@H]3O[C@@H](CC(=O)NCCCN4CCOCC4)CC[C@@H]32)c1	2	1	16	-3[16.7 µM]	-16	-4	-1	-0.9
CN1[C@H](C(=O)NC2Cc3ccccc3C2)[C@@H](CO)[C@@H]2Cn3c(ccc(-c4ccccc4)c3=O)[C@@H]21	0	5	-8	-7[16.7 µM]	20	nt	nt	-0.8
Cc1ccc2nc(-c3ccccc3)cn2c1	-8	8	nt	1	-148	nt	-3	nt
C[C@@H]1CCCCO[C@@H](CN(C)C(=O)Nc2ccc(F)cc2)[C@H](C)CN([C@H](C)CO)C(=O)c2cc(N(C)C)ccc2O1	53	0	-22	-9[16.7 µM]	48	nt	0	2.7

2 entries from above in another layout.
mol | Cneo AK release | PglD inh | INS-1E GSIS act | miR-122 sensor | C2C12 statin | FN deposit inh | PGC1a acetyl inh | CFTR F508del cor
CC(C)(C)Cc1c(C2CCCCC2)nc2ccc(Cl)cn12 | 5 | -1 | -28 | -4 | -2 | 1 | -11 | 1.6
Cc1ccc2c(c1)[C@H]1[C@H](CO2)[C@H](c2ccccc2)[C@]2(C)C(=O)Nc3cc(F)ccc3C(=O)N12 | 23 | -5 | -23 | nt | -20 | -1 | nt | 0.6

The list goes on:
SMILES	Cneo AK release	PglD inh	INS-1E GSIS act	miR-122 sensor	C2C12 statin	FN deposit inh	PGC1a acetyl inh	CFTR F508del cor
COC(=O)C1C(O)=CC(=O)CC1C (stereo not drawn)	-1	2	nt	0	nt	18	-4	nt
CCOC(=O)NC1(Nc2ccc(C)cc2)Oc2ccccc2O1	-2	-4	nt	-5	-11	8	9	nt
CC(=O)Nc1ccc(NC(=O)c2csc([C@@H]3C[C@H](O)[C@@H](CO)O3)n2)cc1	0	1	0	3	2	2	2	-1.8
O=C(Oc1c(-c2ccccc2)oc2ccccc2c1=O)c1ccccc1	4	0	-8	1	-3	4	12	nt
COC(=O)[C@@H]1[C@@H](CO)[C@@H]2Cn3c(ccc(-c4cccc(C(=O)N(C)C)c4)c3=O)[C@@H]2N1C	-5	-1	11	2[16.7 µM]	9	nt	2	-0.3
CC1CCN(C(=O)c2ccc(Br)c(S(=O)(=O)N3CCOCC3)c2)CC1	1	nt	5	4	-5	7	6	-0.4
CN1C(=O)c2cc(NC(=O)c3cccc(F)c3)ccc2OC[C@H]2O[C@H](CC(=O)N3CCc4ccccc4C3)CC[C@H]21	2	1	-17	-37[16.7 µM]	19	12	-7	2.2
C[C@@H]1CN([C@@H](C)CO)C(=O)c2c(c3ccccc3n2C)-c2ccccc2CO[C@H]1CN(C)C(=O)Nc1ccc(-c2ccccc2)cc1	nt	nt	-32	nt	nt	-16	2	0.9
Cc1ccc(S(=O)(=O)N2CCN(C(=O)[C@H](Cc3ccccc3)NC(=O)c3ccco3)CC2)cc1C	1	-1	-11	-8	10	nt	8	-0.8
Cn1cccc1/C=N/N1CCN(Cc2ccccc2Cl)CC1	-1	9	-4	-5	nt	0	5	-1.6
Cc1ccccc1OCC(=O)NNC(=O)CN1C(=O)c2ccccc2C1=O	nt	0	-11	1	nt	-2	7	nt
COc1ccccc1N(CC(=O)Nc1c(C)n(C)n(-c2ccccc2)c1=O)S(=O)(=O)c1ccc(C)cc1	0	-2	-9	nt	nt	-15	nt	nt
CC(C)(CC(=O)O)Cc1nc(-c2ccc(Cl)cc2)no1	4	-5	nt	7	0	16	4	-4.2
CN(Cc1ccccc1)C(=O)c1ccc(NC(=O)Cc2cccc(NC(=O)C3CCN(C(=O)C4CCC4)CC3)c2)cc1	0	0	-3	6	13	-2	0	1.4
Cc1cccc(C)c1NC(=O)c1ccc(-n2cncn2)nc1	-2	1	nt	3	9	nt	16	nt
C[C@@H]1CN([C@@H](C)CO)C(=O)c2cc(NC(=O)Cc3cn(C)c4ccccc34)ccc2O[C@H]1CN(C)Cc1ccc(C(=O)O)cc1	2	1	0	-3[16.7 µM]	-13	nt	0	-2.5
COCC#Cc1ccc([C@H]2[C@@H](CO)N3C(=O)CN(C(=O)C4CC4)C[C@H]23)cc1	nt	nt	15	nt	nt	-5	-1	-1.0
C[C@@H]1CN([C@@H](C)CO)C(=O)c2cc(NC(=O)Nc3cccc4ccccc34)ccc2O[C@@H](C)CCCCO[C@H]1CN(C)S(=O)(=O)c1ccc(F)cc1	nt	nt	10	nt	nt	-4	-3	-1.4
O=C(O)CCNS(=O)(=O)c1ccc(Oc2ccccc2Cl)cc1	4	-3	nt	2	-11	3	-1	nt
CC(Oc1cccc(F)c1)C(=O)Nc1ccc(N2CCOCC2)cc1 (stereo not drawn)	0	-3	4	-6	-26	2	-10	-0.2
CN1C(=O)c2cc(NC(=O)c3cccs3)ccc2OC[C@H]2O[C@H](CC(=O)NCC3CC3)CC[C@H]21	5	2	-8	-4[16.7 µM]	10	-1	5	-1.1
C=CCNC(=O)CSc1nnc(-c2cccs2)o1	-4	-15	nt	-1	7	nt	-10	nt
C[C@@H]1CN([C@@H](C)CO)C(=O)c2cc(NS(=O)(=O)c3ccccc3)ccc2O[C@@H](C)CCCCO[C@@H]1CN(C)C(=O)Nc1cccc2ccccc12	1	2	6	-7[16.7 µM]	nt	-2	-4	-3.1
CCNC(=O)N1C(=O)C2(OCCO2)c2cc(Br)ccc21	-5	1	nt	-1	9	-8	7	nt
COc1ccc(C(=O)NC2=NCCS2)c(OC)c1	-6	0	32	1	2	-6	-1	-0.2
CC(C)CC#Cc1ccc2c(c1)O[C@@H](CN(C)C(=O)CC1CC1)[C@@H](C)CN([C@H](C)CO)S2(=O)=O	-3	6	-35	12[16.7 µM]	13	-1	-13	-1.3
C[C@H](CO)N1C[C@H](C)[C@@H](CN(C)C)OCCCC[C@H](C)Oc2ccc(NS(=O)(=O)c3ccc(F)cc3)cc2C1=O	1	1	8	0[16.7 µM]	-12	-4	9	0.1
CC1=CC(C)C(/C=N/n2cnnc2)C(C)C1 (stereo not drawn)	3	-1	nt	-6	nt	nt	0	nt
CCC(=O)N[C@@H]1CC[C@H](CC(=O)NCc2ccccc2F)O[C@H]1CO	-10	-6	11	nt	-7	nt	-1	1.0
C=CC[C@H](CC(=O)N(CCO)Cc1ccccc1)C(=O)N[C@H](COC(=O)[C@@H](CC=C)Cc1ccc(F)cc1)Cc1ccccc1	2	-2	-37	-10	-7	-4	-2	2.0
COCCN(C(=O)c1oc2ccccc2c1COC)c1c(N)n(CC(C)C)c(=O)[nH]c1=O	nt	nt	-5	nt	0	nt	6	-1.5
COc1ccc(C(O)c2nc(-c3ccc(N(C)C)cc3)cs2)cc1 (stereo not drawn)	-6	-2	nt	-3	12	nt	2	-2.9
CCc1cc(=O)oc2cc(C)cc(OCC(=O)NCCN3CCOCC3)c12	1	nt	6	-4	-13	0	-8	2.1
Nc1cc(=O)[nH]c(=O)n1Cc1ccco1	0	-3	nt	2	-10	-3	0	nt
C[C@@H]1CCCCO[C@@H](CN(C)C(=O)C2CCCCC2)[C@@H](C)CN([C@H](C)CO)C(=O)c2cc(NC(=O)CCCCCC(=O)Nc3ccccc3N)ccc2O1	9	1	-3	28[16.7 µM]	nt	nt	16	2.4
CC12CCC(C(=O)NNC(=O)c3ccc(F)cc3)(OC1=O)C2(C)C (stereo not drawn)	-8	-3	-2	nt	-3	3	nt	0.3
CC(NC(=O)c1ccccc1)C(=O)OCC(=O)c1c(N)n(C)c(=O)n(C)c1=O (stereo not drawn)	-1	7	nt	nt	3	8	nt	-0.3
